TRHR enhancer: TRH receptor (human) allosteric enhancement | P34981 | TRHR cells, fluo-8 calcium fluorescence, EC20 TRH enhancement | enhancement, % at 2 µM | hit rate 0.66% among 360,000; in the data active = enhancement above about 30%; also: 0% is about no effect
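Enhancer read-out: after compound pinning and an initial kinetic agonist-mode read, an EC20 of TRH (10 nM final) was injected and fluo-8 calcium signal (Ex 480/Em 530) followed at 1 s/cycle for 100 cycles in TRHR-expressing cells.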
D1 antagonist: blocks dopamine activation of the human D1 receptor | hit rate 3.2% among 360,000 | activity change, negative = inhibition, % at 10 µM | HEK293 TREx D1 cells, calcium flux, dopamine EC80; active compounds read low; in the data active = activity change below about -30%; also: % is scaled to controls: 0 for no effect and ±100 for the full control effect
Target sequence (P21728 whole entry, looked up): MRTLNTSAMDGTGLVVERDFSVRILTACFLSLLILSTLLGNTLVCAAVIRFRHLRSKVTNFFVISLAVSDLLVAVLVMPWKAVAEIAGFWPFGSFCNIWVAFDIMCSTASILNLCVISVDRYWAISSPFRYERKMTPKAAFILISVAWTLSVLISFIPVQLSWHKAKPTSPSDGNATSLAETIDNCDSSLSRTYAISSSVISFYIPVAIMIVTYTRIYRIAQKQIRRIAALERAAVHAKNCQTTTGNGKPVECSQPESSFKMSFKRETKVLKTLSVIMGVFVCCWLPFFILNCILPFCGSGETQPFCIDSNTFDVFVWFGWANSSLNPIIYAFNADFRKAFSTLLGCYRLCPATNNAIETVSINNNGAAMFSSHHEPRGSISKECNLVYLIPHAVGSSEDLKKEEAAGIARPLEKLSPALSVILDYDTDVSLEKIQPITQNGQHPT
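Inducible Hek293 Trex D1 cells (tetracycline, overnight, 30 C). Calcium dye 30–90 min RT. Antagonist mode: EC80 dopamine added after 180 s compound read.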
D2 antag: antagonists of human D2 dopamine receptor; P14416; HEK293 TREx D2 cells, calcium flux, dopamine EC80; inhibition, % at 10 µM; hit rate 2% among 340,000; AID 485344; in the data active = inhibition above about 30%; also: 0% is about no effect
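Antagonism is scored as inhibition of an EC80 dopamine-evoked calcium signal in a force-coupled, tetracycline-inducible HEK293 T-REx D2 line, with compound present 180 s before agonist.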
RXFP1 antagonist: RXFP1 (human) relaxin receptor antagonism. hit rate 0.59% among 350,000. HEK293-RXFP1, relaxin-stimulated cAMP HTRF, 30 min; active compounds read low. activity change, negative = inhibition, % at 57.5 µM. Q9HBX9;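 active = activity change of -60% or lower, but not beyond a set lower limit; inconclusive = change between -60% and -40%, or beyond the set limit; inactive = change above -40%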; also: % is scaled to controls: 0 for no effect and ±100 for the full control effect
TRHR agonist: TRH receptor (human) agonism; TRHR cells, calcium flux fluo-8, FDSS agonist mode; activation, % at 2 µM; hit rate 0.18% among 360,000; also: 0% is about no effect
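Agonist-mode FDSS calcium read (Ex 480/Em 530, 1 s cycles) in 1536-well TRHR cells with fluo-8 dye, after 10-cycle baseline and 23 nL compound addition; TRH at EC20 (10 nM final) added afterwards for the enhancer phase.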
D1 agonist: human D1 receptor agonism; P21728; HEK293 T-REx D1 cells, calcium flux, agonist mode; activation, % at 2 µM; hit rate 1% among 360,000; AID 504660; also: 0% is about no effect
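Agonism was scored from calcium flux recorded over 180 s (1 read/s) after pintool compound addition, following a 10-cycle baseline. Cells were inducible force-coupled HEK293 TREx D1, plated overnight at 30 C and loaded with no-wash calcium dye.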
D2 PAM: positively modulates the human D2 dopamine receptor allosterically; hit rate 0.34% among 340,000; P14416; HEK293 T-REx D2, calcium flux, EC20 dopamine potentiation; AID 485347; potentiation, % at 10 µM;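 active = potentiation over 3 SD above the plate norm, cut at about 30% in these data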; also: 0% is about no effect
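Primary screen. Calcium kinetics in induced HEK293 T-REx D2 cells: compound pre-addition 180 s, EC20 dopamine, 180 s more.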
D1 PAM: human D1 dopamine receptor positive modulation; potentiation, % at 10 µM; AID 504651; HEK293 TREx D1 cells, calcium flux, dopamine EC20 potentiation; hit rate 0.036% among 360,000; in the data active = potentiation above about 30%; also: 0% is about no effect
D2 agonist: activates the human D2 dopamine receptor; P14416; HEK293 T-REx D2 cells, calcium flux agonist mode; activation, % at 2 µM; hit rate 0.53% among 340,000;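 active = activation over 3 SD above normal in the single-dose calcium agonist read, cut at about 30% in these data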; also: 0% is about no effect
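HEK293 Trex D2 cells, tetracycline-induced, o/n 30 C 5% CO2; no-wash Ca dye, RT 30–90 min; 10-cycle baseline, 23 nl cpd added, kinetic Ca read 180 s; agonist hits = positive Ca response.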
Numbers without * were called inactive; ? = inconclusive; . = no result given. Rule as the data show it, unless noted: active = activation above about 30%; inactive = the rest.

(1) CSc1oc(-c2ccccc2)nc1S(=O)(=O)c1ccc(F)cc1
(2) O=C(Nc1ccccc1N1CCCC1)c1ccc(Cl)c(S(=O)(=O)N2CCOCC2)c1
(3) COc1ccc(NC(=O)N/C=C/c2ccc(Cl)cc2)cc1
(4) CCc1c(C(C)S(=O)(=O)c2ccc(C)cc2)[nH]c(=O)n1-c1ccc(C)cc1 (stereo not drawn)
(5) O=C(NCCN1CCOCC1)/C(=C\c1ccccc1Cl)NC(=O)c1ccccc1
(6) Nc1ccc2nc(NC(=O)C3CCCCC3)sc2c1
compound no. | 1 | 2 | 3 | 4 | 5 | 6
D1 agonist | 2 | 2 | 2 | -1 | 0 | 2
TRHR enhancer | 15 | 3 | -4 | 6 | -2 | -1
RXFP1 antagonist | -6 | -11 | ? | 15 | 6 | -11
D1 antagonist | 21 | 3 | 1 | . | 13 | 5
D2 antag | -4 | 2 | 7 | 1 | 8 | 0
TRHR agonist | -0.4 | -0.3 | -0.5 | -0.3 | -2.1 | -0.1
D2 agonist | -0.2 | -0.3 | -0.3 | -0.3 | 0.2 | -0.5
D2 PAM | 1 | 14 | 0 | 0 | -3 | 4
D1 PAM | 1 | -6 | 0 | -1 | 4 | -2

Laid out differently: entries from further up.
The line under a structure holds: D1 agonist, TRHR enhancer, RXFP1 antagonist, D1 antagonist, D2 antag, TRHR agonist, D2 agonist, D2 PAM, D1 PAM
[3] COc1ccc(NC(=O)N/C=C/c2ccc(Cl)cc2)cc1
    2, -4, ?, 1, 7, -0.5, -0.3, 0, 0
[4] CCc1c(C(C)S(=O)(=O)c2ccc(C)cc2)[nH]c(=O)n1-c1ccc(C)cc1 (stereo not drawn)
    -1, 6, 15, ., 1, -0.3, -0.3, 0, -1
[5] O=C(NCCN1CCOCC1)/C(=C\c1ccccc1Cl)NC(=O)c1ccccc1
    0, -2, 6, 13, 8, -2.1, 0.2, -3, 4
[6] Nc1ccc2nc(NC(=O)C3CCCCC3)sc2c1
    2, -1, -11, 5, 0, -0.1, -0.5, 4, -2

Part of the list above in order of count of non-hydrogen atoms, low to high.
(3) COc1ccc(NC(=O)N/C=C/c2ccc(Cl)cc2)cc1
(1) CSc1oc(-c2ccccc2)nc1S(=O)(=O)c1ccc(F)cc1
(5) O=C(NCCN1CCOCC1)/C(=C\c1ccccc1Cl)NC(=O)c1ccccc1
compound no. | 3 | 1 | 5
D1 agonist | 2 | 2 | 0
TRHR enhancer | -4 | 15 | -2
RXFP1 antagonist | ? | -6 | 6
D1 antagonist | 1 | 21 | 13
D2 antag | 7 | -4 | 8
TRHR agonist | -0.5 | -0.4 | -2.1
D2 agonist | -0.3 | -0.2 | 0.2
D2 PAM | 0 | 1 | -3
D1 PAM | 0 | 1 | 4

Following part.
(7) Cc1ccccc1C(=O)Oc1ccc(Br)cc1C(=S)N1CCCC1
(8) Cc1nc(Oc2ccc(S(=O)(=O)N3CCOCC3)cc2Cl)c2c3c(sc2n1)CCCC3
(9) COc1ccc(OC)c(S(=O)(=O)Nc2ccc(OCC(=O)O)cc2)c1
(10) COc1ccc(OC2C(=O)N(c3ccc(F)cc3)C2c2ccc(OC)c(OC)c2)cc1 (stereo not drawn)
(11) C/C(=N\NC(=O)c1c(C)nc2ccccn12)c1ccc(O)cc1O
(12) O=C(NNC(=S)NC(=O)c1ccccc1)c1cccnc1
compound no. | 7 | 8 | 9 | 10 | 11 | 12
D1 agonist | 3 | 7 | 6 | 4 | 2 | 0
TRHR enhancer | -7 | 5 | -8 | -1 | 40* | -5
RXFP1 antagonist | -17 | 6 | . | -14 | 12 | 10
D1 antagonist | -4 | 8 | 19 | -10 | -24 | -2
D2 antag | 3 | 19 | . | 1 | -8 | -5
TRHR agonist | 0.1 | 2.2 | 0.6 | 1.0 | 3.0 | 0.5
D2 agonist | 1.3 | 13 | . | 0.0 | 0.2 | 0.2
D2 PAM | -15 | 7 | . | 11 | 0 | 5
D1 PAM | 1 | -2 | . | -7 | -6 | 1

2 entries from above, with two lines to a compound.
Results follow in this order: D1 agonist, TRHR enhancer, RXFP1 antagonist, D1 antagonist, D2 antag, TRHR agonist, D2 agonist, D2 PAM, D1 PAM
8: Cc1nc(Oc2ccc(S(=O)(=O)N3CCOCC3)cc2Cl)c2c3c(sc2n1)CCCC3
    7, 5, 6, 8, 19, 2.2, 13, 7, -2
9: COc1ccc(OC)c(S(=O)(=O)Nc2ccc(OCC(=O)O)cc2)c1
    6, -8, ., 19, ., 0.6, ., ., .

Carrying on.
(13) Cc1ccc(C(=O)N2CCN(c3ncnc4c(C)csc34)CC2)cc1
(14) COC(=O)c1c(CCl)noc1C(=O)NC(C)C
(15) CC1=C(C(=O)NCc2ccccc2)C(c2cccs2)NC(=S)N1 (stereo not drawn)
(16) COc1cccc(NC(=O)C(OC(=O)/C=C/c2ccc3c(c2)OCO3)c2ccccc2)c1 (stereo not drawn)
(17) O=C(COc1ccccc1)Nc1ccc2[nH]c(=O)[nH]c2c1
(18) Cc1ccccc1C(=O)Nc1ccnn1C1CCN(Cc2cnn(C)c2)CC1
compound no. | 13 | 14 | 15 | 16 | 17 | 18
D1 agonist | 15 | 4 | 3 | 6 | 1 | 7
TRHR enhancer | -3 | 1 | -7 | 1 | -3 | 1
RXFP1 antagonist | -11 | . | 19 | -13 | 12 | 5
D1 antagonist | -17 | -6 | 10 | 9 | 7 | 13
D2 antag | 10 | . | 2 | 12 | 4 | -1
TRHR agonist | 0.4 | 0.3 | -0.9 | 1.5 | -0.2 | 0.8
D2 agonist | 1.2 | . | -1.3 | 1.8 | 1.2 | 1.9
D2 PAM | -2 | . | -1 | -22 | -13 | 1
D1 PAM | -1 | -3 | 2 | 8 | -1 | 1

(19) CCc1nc(N2CCN(C(=O)c3ccccc3)CC2)c(C#N)c2c1COC(C)(C)C2
(20) O=C(NCC(c1ccco1)N1CCCCC1)C(c1ccccc1)c1ccccc1 (stereo not drawn)
(21) Cc1c(OCC(=O)N2CCC[C@@H]2C(=O)O)ccc2c3c(c(=O)oc12)CCC3
(22) CSc1nc2c(c(=O)[nH]c(=O)n2C)n1C/C=C(\C)Cl
(23) O=C(C1CCN(S(=O)(=O)N2CCOCC2)CC1)N1CCN(c2ccccc2F)CC1
(24) COc1ccc(OCc2nc3ccccc3n2Cc2ccc(C(C)(C)C)cc2)cc1
(25) CCOC(=O)CCNCC1COc2ccccc2O1 (stereo not drawn)
(26) COc1ccc(C(N)=S)c(OC)c1
(27) COc1cc(S(=O)(=O)N2CCCCC2)ccc1NC(=O)Cc1ccccc1
compound no. | 19 | 20 | 21 | 22 | 23 | 24 | 25 | 26 | 27
D1 agonist | -1 | 6 | 4 | 0 | -1 | 28 | 3 | 1 | 1
TRHR enhancer | -8 | 19 | -5 | 2 | 3 | -2 | 5 | -4 | 8
RXFP1 antagonist | 6 | -16 | . | 21 | 2 | . | 6 | 1 | 0
D1 antagonist | -1 | -25 | -11 | 7 | 16 | -5 | -6 | -12 | 5
D2 antag | -16 | -15 | 25 | -39 | 6 | . | 1 | -9 | 4
TRHR agonist | -1.8 | 19 | -0.3 | -0.3 | -0.2 | 0.8 | 0.2 | 0.0 | 0.1
D2 agonist | 0.2 | -0.4 | -0.2 | 0.3 | 0.5 | 1.7 | 17 | -1.2 | 0.2
D2 PAM | 16 | -5 | 6 | 7 | 2 | -22 | -20 | -6 | 6
D1 PAM | 1 | -2 | 3 | -4 | 4 | 0 | -2 | 6 | 4
